PhoP inhibition – PhoP-dependent GFP reporter repression – Salmonella Typhimurium, primary screen (AID 1863) | one-dose inhibition, % at 50 µM; IC50 in µM for titrated hits | S. Typhimurium PhoP-regulated promoter GFP reporter, 4 h; higher % means a stronger effect | 300,000 tested, 0.16% active;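 active = inhibition over 29.93%, a cutoff 3 SD above the screen mean, later confirmed by dose response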;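 also: 0% = low Mg2+ inducing control and 100% = high Mg2+ repressing control; strong numbers were not always called active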
Siah-1 displacement – blockers of Siah-1 interaction with plectin peptide – biochemical, fluorescence polarization, rhodamine-plectin, uHTS, primary screen (AID 1817); 290,000 tested, 0.02% active; Siah-1 / rhodamine-plectin peptide fluorescence polarization; higher % means a stronger effect; displacement, % at 20 µM; hits with a dose series show IC50 in µM;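 active = displacement of at least 50% at 20 µM, with a fluorescence ratio check between 0.3 and a set limit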;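 also: plate controls were Siah plus tracer with DMSO for no effect and tracer alone without Siah for full effect; strong numbers were not always called active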
Rac1 GTP hydrolysis – MgcRacGAP GTPase-activating activity inhibitors, confirmation, biochemical, ADP Hunter fluorescence. MgcRacGAP-stimulated Rac1 GTP hydrolysis, ADP Hunter fluorescence; higher % means a stronger effect; GST-tagged Rac1 F28L mutant substrate. inhibition, % at 30 µM, or IC50 in µM where a hit was titrated. 340,000 tested, 0.6% active;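 active = first-screen hits whose inhibition reached a set limit at any dose in the follow-up dose series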;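 also: fluorescence reports GDP produced by GAP-driven GTP hydrolysis; strong numbers were not always called active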
NTR1 agonist – NTR1-driven beta-arrestin-GFP spot formation – imaging, U2OS cells, high content, primary screen (AID 493036) | activation, % at 20 µM | 330,000 tested, 0.17% active | agonist mode;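 active = activation at or above 40% of the spot to cytoplasm intensity ratio, with at least 20 cells analyzed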;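 also: 0% = DMSO without peptide and 100% = 100 nM NTR1 peptide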
Target sequence (P30989 whole entry, looked up): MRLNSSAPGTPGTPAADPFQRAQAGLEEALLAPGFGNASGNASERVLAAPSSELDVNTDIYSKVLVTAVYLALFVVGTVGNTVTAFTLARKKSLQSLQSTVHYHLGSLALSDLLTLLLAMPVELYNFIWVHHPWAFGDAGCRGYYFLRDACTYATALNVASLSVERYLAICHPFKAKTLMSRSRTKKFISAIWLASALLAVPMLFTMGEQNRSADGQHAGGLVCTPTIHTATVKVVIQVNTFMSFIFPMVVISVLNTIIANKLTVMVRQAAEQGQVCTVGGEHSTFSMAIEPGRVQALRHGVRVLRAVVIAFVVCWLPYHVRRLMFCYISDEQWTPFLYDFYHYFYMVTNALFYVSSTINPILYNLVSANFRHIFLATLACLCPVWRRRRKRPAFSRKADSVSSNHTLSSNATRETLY
GPR55 LPI antagonism – inhibition of LPI-stimulated GPR55 beta-arrestin translocation – imaging, U2OS, beta-arrestin-GFP, LPI agonist, primary screen (AID 2013). 290,000 tested, 0.13% active. inhibition, % at 10 µM; hits with a dose series show IC50 in µM. U2OS GPR55 beta-arrestin-GFP translocation imaging, LPI antagonism; higher % means a stronger effect;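 active = spots per cell inhibited over 60%, with over 100 cells counted and total cytoplasm intensity under 500,000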;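 also: U2OS cells stably carrying GPR55 and arrestin-GFP stimulated by 5 µM LPI near EC80; imaged beta-arrestin-GFP aggregate spots per cell after agonist stimulation; plate controls were LPI-stimulated DMSO wells for no effect and DMSO wells without LPI for full effect; some results filed as inactive read as strong as hits; confirmed hits need IC50 under 10 µM and bright autofluorescent wells are also inconclusive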
GPR35 arrestin U2OS – inhibition of zaprinast-stimulated GPR35 beta-arrestin translocation – imaging, U2OS, beta-arrestin-GFP, zaprinast agonist, primary screen (AID 2058); 290,000 tested, 0.052% active; one-dose inhibition, % at 10 µM; IC50 in µM for titrated hits; U2OS GPR35 beta-arrestin-GFP translocation imaging, zaprinast antagonism; higher % means a stronger effect;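 active = inhibition of at least 50% with at least 30 cells and total cytoplasm GFP at most 10,000,000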
HIV fusion peptide – cell-free HIV fusion peptide-binding blockers – biochemical, uHTS, fluorescence dequenching, primary screen (AID 1986); cell-free peptide binding, fluorescence dequenching, 30 min; higher % means a stronger effect; inhibition, % at 20 µM; hits with a dose series show IC50 in µM; 290,000 tested, 0.3% active; in the data active = inhibition mostly above about 52%, no sharp cut-off; inactive = mostly below about 76%; also: some results filed as inactive read as strong as hits
Myeloid diff 2 – promotes myeloid progenitor differentiation; ER-HoxA9 myeloid progenitors, lysozyme-GFP differentiation, flow cytometry; calls only at 10 µM; 360,000 tested, 1% active;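 active = normalized GFP-positive differentiation at or above the plate's own cutoff, the solvent-only control mean plus 3 SD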;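 also: cells exposed to compound for four days before flow analysis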
LYP phosphatase – PTPN22 lymphoid phosphatase activity blockers – biochemical, fluorescence intensity, uHTS (AID 1779). recombinant LYP phosphatase, fluorescence intensity; higher % means a stronger effect. inhibition, % at 11.5 µM, or IC50 in µM where a hit was titrated. 290,000 tested, 0.054% active; in the data active = inhibition above about 50%;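 also: plate controls were vehicle with enzyme for no effect and no enzyme for full effect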
NTR1 agonist cell count 20 µM – recorded beside NTR1 agonist, whose call it bears; cell count; measured here: cell count, cytotoxicity flag
Myeloid diff 2 GFP+ MAC1+ % – second read-out of Myeloid diff 2, no call of its own (marks repeat the call); GFP+ MAC1+ double positive, %; measured here: differentiation confirmed by MAC1 staining
* hit, by the source's call; i = inactive; / = not tested or not shown; + = active, no number.

SMILES	PhoP inhibition	Siah-1 displacement	Rac1 GTP hydrolysis	NTR1 agonist	NTR1 agonist cell count 20 µM	GPR55 LPI antagonism	GPR35 arrestin U2OS	HIV fusion peptide	Myeloid diff 2	Myeloid diff 2 GFP+ MAC1+ %	LYP phosphatase
Cc1cc(C)c(C#N)c(N2CCN(Cc3ccc4c(c3)OCO4)CC2)n1	3%	2%	5%	-1.5	49	27%	2%	-0.2%	i	0.6	-7%
O=C(CN1C(=O)/C(=C/c2ccccc2)Sc2ccccc21)NCCCN1CCOCC1	-2%	1%	13%	-0.1	50	7%	-3%	0.3%	i	0.8	-10%
O=S(=O)(c1ccccc1)N1CCN(c2nnnn2-c2ccccc2)CC1	8%	10%	5%	-2.5	45	2%	-14%	0.7%	i	0.8	-10%
CC(=O)Nn1cc2c(=O)n(C)c(=O)n(C)c2c1	7%	7%	7%	1.7	53	1%	11%	-2.1%	i	6.0	-2%
O=C(CCNC(=O)c1ccco1)Nc1ccc(Cl)c(C(F)(F)F)c1	11%	3%	7%	-0.7	53	12%	-3%	2.3%	i	2.5	-12%
CCOC(=O)c1c(C)oc(/N=C/c2ccccc2O)c1C#N	14%	-2%	12%	-0.5	54	31%	0%	2.0%	i	0.7	0%
CC(=O)OCC(OC(C)=O)C(OC(C)=O)C(OC(C)=O)C(=O)Nc1ccccc1C (configuration not stated)	13%	-1%	0%	1.9	67	-3%	0%	4.9%	i	2.1	-2%
O=C(NCCc1cccc(F)c1)C1CCN(S(=O)(=O)c2ccccc2)CC1	4%	-1%	12%	1.0	50	3%	-7%	-1.2%	i	1.3	-3%
CS(=O)(=O)Cc1ccc(C(=O)NC2CCCc3ccccc32)cc1 (configuration not stated)	-2%	3%	10%	1.6	57	3%	-6%	0.5%	i	2.1	-7%
CN1CCC(=NNC(=O)c2cc(-c3ccc(Cl)cc3)n[nH]2)CC1	1%	2%	16%	-0.2	67	-4%	-2%	-1.2%	i	0.3	-2%
C/C(=N/NC(=O)c1cccc(C)c1)c1c(O)cc(C)oc1=O	-1%	2%	5%	-0.6	56	15%	-1%	1.1%	i	6.0	-6%
Cc1ccc(C)c(NC(=O)C2CCCN2S(=O)(=O)c2ccc3c(c2)n(C)c(=O)c(=O)n3C)c1 (configuration not stated)	-8%	9%	-1%	-1.8	81	9%	4%	-1.2%	i	2.7	2%
C/C(Cn1nnc([N+](=O)[O-])n1)=N\NC(=O)c1ccc(O)cc1O	-5%	-4%	2%	1.6	41	9%	7%	-0.8%	i	1.2	-5%
CCCc1cc(-c2[nH]ncc2-c2ccc3c(c2)OCCCO3)c(O)cc1O	-2%	5%	17%	44*	83*	-9%	-8%	1.7%	i	1.0	3%
CCOC(=O)c1sc2nc(C)nc(NCc3ccccc3)c2c1C	-6%	0%	5%	2.2	42	6%	-3%	-1.6%	i	0.3	-5%
CCOC(=O)CNC(=O)C(CC(C)C)NC(=O)C1CCCCC1 (configuration not stated)	-7%	-5%	3%	-0.1	72	5%	6%	-0.5%	i	0.4	-13%
NC(=O)c1ccc(N2CCN(c3ccccc3F)CC2)c([N+](=O)[O-])c1	-4%	3%	-7%	0.6	65	-2%	-3%	-2.7%	i	1.1	-3%
N#Cc1cccc(NC(=O)c2ccccc2C(=O)O)c1	-1%	-4%	7%	0.7	65	12%	15%	-1.6%	i	7.1	-5%
CCOc1ccc(S(=O)(=O)N2CCC(C(=O)NC3CCCC3)CC2)cc1	-4%	3%	11%	1.5	48	2%	9%	-1.2%	i	0.5	-8%
CC1CCC(NC(=O)CCNC(=O)c2ccc(Br)cc2)CC1 (configuration not stated)	-2%	/	4%	-2.1	59	/	/	/	i	0.3	/
Cc1ccc2c(c1)C(c1ccccc1)N(C(=O)c1ccccc1)CC(=O)N2 (configuration not stated)	/	1%	5%	0.1	92	1%	-1%	-0.8%	i	0.1	-10%
CCn1c(SCCOc2ccc(OC)cc2)nnc1C(CO)NC(=O)c1ccc(OC)cc1 (configuration not stated)	3%	0%	6%	7.4	52	-2%	-9%	-0.6%	i	1.5	-7%
COc1ccc(NC(=O)NC(C)(C(F)(F)F)C(F)(F)F)cc1	-3%	-4%	0%	-0.4	48	11%	8%	-2.4%	i	0.8	-7%
COc1ccc(OC)c(/C=N/NC(=O)c2cc3c(OC)c(OC)ccc3[nH]2)c1	33%	0%	12%	7.3	75	12%	-13%	0.0%	i	0.1	2%
COc1cc(NC(=O)c2cc(C(C)C)on2)c(OC)cc1Cl	5%	-3%	5%	0.8	74	2%	-6%	0.1%	i	0.5	1%
COC(=O)C1=CN(c2ccc(OC)cc2)C=C(C(=O)OC)C1c1ccc(C)c([N+](=O)[O-])c1	-4%	0%	5%	3.1	60	15%	-9%	-1.3%	i	0.6	3%
CCOC(=O)c1sc(/N=C/C2=C(O)CC(C)(C)CC2=O)c(C(=O)OCC)c1C	4%	-5%	-1%	1.5	57	6%	4%	-0.9%	i	0.6	0%
CCOC(=O)C1CCN(Cc2cc(C(C)C)c(O)c(C(C)C)c2)CC1	3%	7%	4%	1.4	41	-5%	-8%	0.0%	+	1.4*	-6%
CC(NC(=O)NC(=O)c1ccc(Cl)cc1)c1ccccc1 (configuration not stated)	-2%	3%	9%	0.3	56	0%	7%	1.4%	i	1.2	-6%
Cc1ccc(C(=O)CN(C(=O)c2ccc(Cl)c(Cl)c2)N2C(=O)C3CCCCC3C2=O)cc1 (configuration not stated)	7%	0%	3%	25	74	8%	20%	-2.1%	i	8.0	6%
CCOCCCNC(=O)c1cc(Nc2ccc(OC)cc2OC)nc2ccccc12	10%	9%	12%	-0.5	57	16%	0%	0.5%	i	0.4	-6%
CC(=O)N1CCc2c(sc(NC(=O)Cc3ccc(C)cc3C)c2C#N)C1	0%	-6%	-2%	3.7	60	0%	18%	-0.8%	i	2.2	-5%
CCCCC1=CC2=CC(=O)C(C)(OC(=O)CC)C(=O)C2=CN1CCCOC(C)C (configuration not stated)	-2%	4%	13%	0.7	45	13%	-5%	3.8%	i	3.6	-8%
Cc1nnc(SCC(=O)NC2CCS(=O)(=O)C2)n1-c1ccccc1 (configuration not stated)	-10%	5%	7%	1.7	51	-2%	6%	2.7%	i	0.2	1%
CCOc1cc(/C=N\O)cc(Cl)c1OCC	6%	6%	1%	0.9	69	3%	-8%	-1.1%	i	0.6	-4%
Cc1nc2ccccc2nc1SCC(=O)c1ccccc1	0%	-9%	9%	1.2	47	-5%	-8%	-1.1%	i	0.5	-5%

Single records, from the list above. Order of values: PhoP inhibition | Siah-1 displacement | Rac1 GTP hydrolysis | NTR1 agonist | NTR1 agonist cell count 20 µM | GPR55 LPI antagonism | GPR35 arrestin U2OS | HIV fusion peptide | Myeloid diff 2 | Myeloid diff 2 GFP+ MAC1+ % | LYP phosphatase
Record of CCCCC1=CC2=CC(=O)C(C)(OC(=O)CC)C(=O)C2=CN1CCCOC(C)C (configuration not stated) : -2% | 4% | 13% | 0.7 | 45 | 13% | -5% | 3.8% | i | 3.6 | -8%
Record of CCOCCCNC(=O)c1cc(Nc2ccc(OC)cc2OC)nc2ccccc12 : 10% | 9% | 12% | -0.5 | 57 | 16% | 0% | 0.5% | i | 0.4 | -6%
Record of CCOc1cc(/C=N\O)cc(Cl)c1OCC : 6% | 6% | 1% | 0.9 | 69 | 3% | -8% | -1.1% | i | 0.6 | -4%
Record of CCOC(=O)c1sc(/N=C/C2=C(O)CC(C)(C)CC2=O)c(C(=O)OCC)c1C : 4% | -5% | -1% | 1.5 | 57 | 6% | 4% | -0.9% | i | 0.6 | 0%

New compounds follow:
SMILES	PhoP inhibition	Siah-1 displacement	Rac1 GTP hydrolysis	NTR1 agonist	NTR1 agonist cell count 20 µM	GPR55 LPI antagonism	GPR35 arrestin U2OS	HIV fusion peptide	Myeloid diff 2	Myeloid diff 2 GFP+ MAC1+ %	LYP phosphatase
NS(=O)(=O)c1ccc(CCNC(=O)CSc2nc3ccsc3c(=O)n2CC(=O)O)cc1	-15%	2%	4%	-0.1	37	0%	-1%	1.7%	i	0.6	0%
O=C(NCc1cccs1)C1CCCN(S(=O)(=O)c2cccs2)C1 (configuration not stated)	3%	2%	5%	-0.2	47	-3%	-5%	2.6%	i	0.8	3%
COc1cccc(OC)c1C(=O)NNC(=O)c1cccnc1	-4%	4%	/	2.9	41	9%	8%	-0.3%	i	0.8	-1%
O=C(O)CSC1=NC(=Nc2cccc(Cl)c2)C2(CCCCC2)N1c1ccccc1	14%	0%	5%	-0.9	64	2%	3%	4.3%	i	0.9	-4%
COc1ccccc1-c1coc2c(CN3CCN(C)CC3)c(O)ccc2c1=O	-6%	5%	7%	-1.7	86	-2%	6%	0.0%	i	0.5	-3%
CN(C)C(=O)COC(=O)c1cccc(CN2C(=O)c3ccccc3C2=O)c1	6%	6%	3%	0.6	36	-5%	-21%	-1.7%	i	0.2	-6%
Cc1ccccc1C(=O)Nc1nnc(S(=O)(=O)N(C)Cc2ccco2)s1	-4%	3%	10%	-0.4	48	0%	-5%	12%	i	5.7	2%
COc1ccc(C2NC(c3ccc(OC)cc3)C(C)C(=O)C2C)cc1 (configuration not stated)	5%	4%	5%	-1.5	85	10%	-9%	-2.3%	i	0.3	-9%
O=C(Nc1ccc(F)cc1)c1cccnc1Oc1ccccc1	0%	2%	/	-0.4	60	8%	4%	1.8%	i	0.3	-8%
O=C(NCc1ccccn1)c1ccc([N+](=O)[O-])cc1	-5%	-5%	3%	-1.1	58	14%	12%	1.2%	i	0.2	-9%
O=C(Nc1ncccc1O)c1cccc(S(=O)(=O)N2CCCC2)c1	2%	/	2%	-0.4	42	/	/	/	i	2.1	/
CC1CCc2sc(C(=O)NN=C3CCC(c4ccccc4)CC3)cc2C1 (configuration not stated)	-14%	-2%	3%	3.5	81	-10%	-13%	1.0%	+	0.3*	-4%

Screening data from PubChem.

Compounds as they come; 2.4% or so of the library scored in one or more.
